Screening data from PubChem BioAssay.
Yeast superoxide – caloric restriction mimetics inhibiting age-related superoxide in yeast. S. cerevisiae aged cells, superoxide DHE fluorescence; stronger effect = lower value. superoxide response (% of plate mean), % at 10 µM. 330,000 compounds, 0.18% hits. AID 2690;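 active = superoxide response under a set limit, about three screen SD below normal, cut at about 65% in these data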;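 also: yeast aged for seven days with compound at 30 °C before DHE staining; 100% = average MFI of all compound-treated wells on the plate with controls excluded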
AHR act – activates the human aryl hydrocarbon receptor; P35869; AHR-responsive luciferase reporter cells, luminescence; activation, % at 5 µM; 320,000 compounds, 2.5% hits; in the data active = activation above about 47%;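 also: 0% = vehicle wells and 100% = reference agonist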
procasp3 activ – procaspase-3 (human) activation | P42574 | recombinant procaspase-3 D3A, Ac-DEVD-pNA absorbance 405 nm | activation, % at 8.5 µM | 330,000 compounds, 0.11% hits | AID 463141;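 active = activation above the mean of all tested compounds plus 3 SD, cut at about 21% in these data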;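 also: 0% = DMSO alone and 100% = DMSO wells spiked with extra 5 µM PC-3 D3A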
Target sequence (P42574 whole entry D9A/D28A/D175A): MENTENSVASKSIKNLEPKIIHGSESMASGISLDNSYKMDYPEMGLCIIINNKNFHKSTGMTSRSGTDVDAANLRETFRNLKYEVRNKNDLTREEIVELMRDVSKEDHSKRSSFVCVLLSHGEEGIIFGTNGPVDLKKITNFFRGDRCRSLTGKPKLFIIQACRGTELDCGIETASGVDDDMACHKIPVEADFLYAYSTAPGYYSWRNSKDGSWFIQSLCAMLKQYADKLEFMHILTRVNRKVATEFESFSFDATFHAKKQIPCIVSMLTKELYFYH
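material = Procaspase-3 D3A mutant | probe or stimulus = Ac-DEVD-pNA | compound = single dose, 8.5 µM nominal compound, 0.8% DMSO | timing = 1 h preincubation, 2 h reaction | measured by = 405 nm absorbance of p-nitroaniline, reads at 0 and 120 min | benchmarks = DMSO-only low control, 5 µM PC-3 D3A high control | repeats = singlicate, each compound tested once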
proCasp7 act – counter-screen: procaspase-7 (human) activation; activation, % at 8.5 µM; 330,000 compounds, 0.093% hits; P55210; recombinant procaspase-7, Ac-DEVD-pNA absorbance 405 nm; D23A/D198A/D206A triple mutant, cannot self-cleave; scale: DMSO 0, 5 µM enzyme 100;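 active = percent activation above the screen-wide mean plus 3 SD, cut at about 25% in these data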
Target sequence (P55210 whole entry D23A/D198A/D206A): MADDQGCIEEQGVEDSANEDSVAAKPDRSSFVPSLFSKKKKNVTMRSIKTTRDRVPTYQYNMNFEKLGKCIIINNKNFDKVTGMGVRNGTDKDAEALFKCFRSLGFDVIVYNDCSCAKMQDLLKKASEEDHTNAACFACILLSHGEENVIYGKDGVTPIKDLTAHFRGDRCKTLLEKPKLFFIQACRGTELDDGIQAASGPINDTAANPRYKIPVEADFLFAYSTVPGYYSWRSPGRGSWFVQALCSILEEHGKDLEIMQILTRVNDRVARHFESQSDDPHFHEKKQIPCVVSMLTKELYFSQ
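signal = Epi-absorbance of released pNA at 405 nm, two timepoints | assay system = Uncleavable procaspase-7 mutant enzyme | reagent = Ac-DEVD-pNA substrate, 400 µM as added | times = 1 h enzyme–compound preincubation and 2 h substrate reaction, both 25 °C | benchmarks = low DMSO alone, high DMSO plus 5 µM PC-7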
LAP4-GFP MLPCN – yeast TOR pathway LAP4-GFP modulation; S. cerevisiae LAP4-GFP multiplex, flow cytometry GFP, 3 h; median GFP as percent of DMSO wells; GFP response vs DMSO, % at 10 µM; 320,000 compounds, 0.34% hits;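 active = GFP response vs DMSO above a set limit, about the screen mean plus 3 SD, cut at about 150% in these data; inconclusive = under 70 cell events counted for the yeast strain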
MEP2 TOR yeast – modulators of TOR pathway MEP2-GFP in S. cerevisiae; S. cerevisiae MEP2-GFP strain, flow cytometry GFP, 3 h; 100% = DMSO control level; GFP response vs DMSO, % at 10 µM; 330,000 compounds, 0.51% hits;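 active = GFP response versus DMSO above a set limit, roughly screen mean plus 3 SD, cut at about 180% in these data; inconclusive = fewer than 70 cells counted for a yeast strain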;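 also: median GFP fluorescence of the barcode-gated MEP2-GFP cells per well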
GASC-1 inh – inhibitors of human GASC-1 (JMJD2C) demethylase; Q9H3R0; GST-JMJD2C(1-420) H3K9me3 demethylation, DELFIA europium; inhibition, % at 2.35 µM; 330,000 compounds, 0.069% hits; AID 2099;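 active = more than half of a compound's replicate wells show inhibition beyond 50%, single wells judged on their own value; inconclusive = some, but no more than half, of replicates pass 50% inhibition; inactive = no replicate passes 50% inhibition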;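 also: signal counts dimethyl H3K9 product captured on neutravidin plate; 0% = median of DMSO wells and 100% = 0.3 times that DMSO median; strong numbers were not always called active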
Target sequence (Q9H3R0 1-420 limits assumed): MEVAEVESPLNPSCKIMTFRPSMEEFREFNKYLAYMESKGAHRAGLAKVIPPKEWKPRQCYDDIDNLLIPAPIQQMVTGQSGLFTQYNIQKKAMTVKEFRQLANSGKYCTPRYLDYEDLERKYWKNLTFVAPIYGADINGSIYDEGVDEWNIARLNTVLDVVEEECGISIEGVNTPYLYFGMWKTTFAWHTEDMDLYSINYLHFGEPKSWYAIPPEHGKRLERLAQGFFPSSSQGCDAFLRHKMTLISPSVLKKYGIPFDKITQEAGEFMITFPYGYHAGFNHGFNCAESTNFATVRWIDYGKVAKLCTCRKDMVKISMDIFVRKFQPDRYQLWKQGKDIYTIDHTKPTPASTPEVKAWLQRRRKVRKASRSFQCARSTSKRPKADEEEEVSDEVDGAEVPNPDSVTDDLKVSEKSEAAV
RPL19A-GFP yeast – yeast TOR pathway RPL19A-GFP modulation; S. cerevisiae RPL19A-GFP strain, flow cytometry, 3 h; stronger effect = lower value; percent response vs DMSO, % at 10 µM; 330,000 compounds, 0.3% hits; AID 2025;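 active = percent response vs DMSO below 50%; inconclusive = fewer than 70 events counted for the yeast strain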;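 also: median channel GFP fluorescence of the barcoded RPL19A-GFP strain; ratio of sample median GFP to plate DMSO average so 100% = DMSO; lower means less RPL19A-GFP as with rapamycin TOR inhibition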
Active calls of the source: *; u = inconclusive; x = no result given; [ ] = dose if it differs, or a comment.

SMILES	Yeast superoxide	AHR act	procasp3 activ	proCasp7 act	LAP4-GFP MLPCN	MEP2 TOR yeast	GASC-1 inh	RPL19A-GFP yeast
CCCNS(=O)(=O)c1ccc(Oc2ncc(C(F)(F)F)cc2Cl)cc1	106	1	2	-5	104	106	-7	103
Cc1ccc(NC2CCCN(C(=O)c3snnc3C)C2)cc1C (stereo unspecified)	97	18	2	3	99	101	-3	99
CNC(=O)CN(c1ccc(OC)cc1)S(=O)(=O)c1ccc(F)cc1	91	2	-1	-2	98	104	5	100
N#CC(c1ccccc1)N(CCCCl)C(=O)c1ccc(Br)cc1 (stereo unspecified)	99	-1	11	-1	94	100	-6	102
CC(C)(C)NC(=O)NC(=O)COC(=O)c1ccc(OC(F)F)cc1	105	0	-14	4	101	108	1	105
O=c1[nH]c(CN2CCOCC2)nc2ccccc12	94	-1	2	8	103	107	-6	99
C=CCN1N=C(/C=C/c2ccc(C)cc2)CCC1=O	95	8	3	-8	98	102	3	91
COc1ccc(C(=O)NCc2nnc(SCC(=O)NC3CCCCC3)o2)cc1	86	-1	4	-2	97	93	-7	88
CC(C)CC1Nc2ncnc(N3CCCCC3)c2N(Cc2ccccc2)C1=O (stereo unspecified)	95	2	3	9	99	86	-4	97
CCOC(=O)c1c(NC(=O)COC(=O)Cc2ccccc2[N+](=O)[O-])sc(C(=O)N(C)C)c1C	97	7	6	-2	103	111	9	104
O=C(Oc1ccccc1C(=S)N1CCCCC1)c1cc([N+](=O)[O-])cc([N+](=O)[O-])c1	111	1	-11	-21	89	87	21	86
Cc1ccc(S(=O)(=O)NNC(=O)c2ccccc2-n2cccc2)cc1	99	-3	-5	14	93	99	4	96
CCOC(=O)/C=C1\CN(Cc2cc(OC)c(OC)c(OC)c2)S(=O)(=O)c2ccc(C(F)(F)F)cc21	96	-1	-4	-4	128	92	5	96
COc1ccc(N(CC(=O)Nc2ccc(C)c(C)c2)S(=O)(=O)c2c(C)noc2C)cc1	127	17	0	8	94	107	-8	103
COc1ccc(C(=O)CSc2nnc3n2CCCN3C(=O)Nc2ccccc2)cc1	96	-2	1	9	116	104	-21	98
Cc1[nH]c2ccccc2c1/C=N/NC(=O)CNC(=O)c1ccco1	107	12	6	4	118	101	1	105
CN(Cc1ccccc1F)C(=O)C(Cc1ccccc1)NC(=O)c1ccccc1 (stereo unspecified)	111	-1	0	-7	104	95	5	98
Cc1ccccc1Nc1nc(N)nc(CSc2nnc(-c3ccccc3)n2C)n1	95	6	-4	-3	82	84	-9	87
CCOC(=O)/C=C1\NC(=O)CS1	88	2	-2	7	103	105	8	101
CCOC(=O)/C(=C/c1ccco1)NC(=O)c1ccc(Br)o1	94	3	-3	-2	90	101	15	102
Cc1ccc(/C=N/OC(=O)c2c(C)noc2-c2snnc2C)cc1	99	1	-6	2	116	92	x	102
COc1ccc(CNC(=O)CS(=O)Cc2nc(-c3ccc(C)cc3)oc2C)cc1 (stereo unspecified)	116	6	3	-13	105	100	-7	102
CCOc1cc(S(=O)(=O)NC2CCCCCC2)ccc1F	103	1	3	0	105	96	3	97
CNC(=O)c1c(O)c2cccc3c2n(c1=O)CCC3	102	x	x	x	89	96	10	101
Cc1cc(NC(=O)CC#N)n(-c2ccccc2)n1	91	2	10	1	108	108	5	98

Next section (4 carried over from the part before).
SMILES	Yeast superoxide	AHR act	procasp3 activ	proCasp7 act	LAP4-GFP MLPCN	MEP2 TOR yeast	GASC-1 inh	RPL19A-GFP yeast
COc1ccc(CNC(=O)CS(=O)Cc2nc(-c3ccc(C)cc3)oc2C)cc1 (stereo unspecified)	116	6	3	-13	105	100	-7	102
CCOc1cc(S(=O)(=O)NC2CCCCCC2)ccc1F	103	1	3	0	105	96	3	97
CNC(=O)c1c(O)c2cccc3c2n(c1=O)CCC3	102	x	x	x	89	96	10	101
Cc1cc(NC(=O)CC#N)n(-c2ccccc2)n1	91	2	10	1	108	108	5	98
O=C(Nc1ccc2c(c1)oc1ccccc12)c1ccncc1	92	5	1	12	117	101	21	102
Cc1ccc(C(=O)CN(CCC(=O)O)C(=O)c2ccncc2)cc1	111	5	-1	-11	102	110	3	106
Cc1ccc(C(=O)OCC(=O)N2C(C)CCCC2C)cc1S(=O)(=O)N1CCOCC1 (stereo unspecified)	117	3	2	-7	96	101	-19	92
Cc1ccccc1C1NC(=O)Cc2ccccc21 (stereo unspecified)	96	5	5	3	94	98	-5	97
CC(C)C(=O)Nc1c2c(nn1-c1ccc([N+](=O)[O-])cc1)CS(=O)(=O)C2	110	0	0	-7	90	103	5	100
CC(=O)c1ccc2c3c(cccc13)C(=O)N(c1c(C)nn(C)c1C)C2=O	105	12	-4	8	93	114	x	95
S=C(Nc1ccccc1)Nn1cnnc1	100	0	-12	-19	91	87	-12	98
CCOc1cccc(/C(O)=C2/C(=O)C(=O)N(CCN3CCOCC3)C2c2ccncc2)c1 (stereo unspecified)	85	-1	1	5	97	94	2	92
CCOc1ccc(C(=O)C(C)OC(=O)c2cnc(C)cn2)cc1 (stereo unspecified)	88	2	15	0	110	98	-4	97
CC(C)CC1(C)NC(=O)N(CC(=O)Nc2ccc3c(c2)OCCO3)C1=O (stereo unspecified)	97	1	-4	4	96	106	-3	100
COc1cccc(C(=O)Nc2cccc(OC(C)=O)c2)c1	116	0	-5	-6	108	103	-7	90
Cc1nn(-c2ccccc2)c(Cl)c1C(=O)OCC(=O)N(C)c1c(N)n(Cc2ccccc2)c(=O)[nH]c1=O	107	6	6	2	108	101	-15	95
CCOC(=O)c1c(-c2ccccc2)csc1NC(=O)CSc1nc(N)cc(N)n1	105	11	2	5	102	101	6	101
O=C(Cn1nc(-c2ccc(Cl)cc2)ccc1=O)NCCCN1CCN(Cc2ccccc2)CC1	101	-2	4	-3	96	102	3	102
O=Cc1cnc2ccccc2c1-c1ccccc1	99	-2	-4	13	89	90	-4	104
O=C(CCCN1C(=O)C(c2ccccc2)Oc2cccnc21)NCc1ccccc1Cl (stereo unspecified)	102	4	3	9	94	94	5	94
COC(=O)CCCC1=CC2=CC(=O)C(C)(OC(=O)c3cccs3)C(=O)C2=CN1c1ccc(OC)cc1 (stereo unspecified)	99	-2	2	-22	96	95	-5	97
O=C(N/N=C/c1ccncc1)c1cc2ccccc2cc1O	96	x	x	x	65	90	7	105
CC(=O)OC1CCC(OC(C)=O)c2c1n([O-])c(C)c(C)[n+]2=O (stereo unspecified)	95	-2	-3	-9	98	99	2	97
O=C(NC1CCCCC1)C1CC(=O)N(c2ccccc2)C1 (stereo unspecified)	101	-2	-2	-1	93	101	-58	100
COc1ccc(NC(=O)Nc2ccc([N+](=O)[O-])cc2)cn1	106	4	-2	1	118	112	3	100
CC(=O)Nc1ccc(C(=O)OCC(=O)N2CC3(C)CC2CC(C)(C)C3)cc1 (stereo unspecified)	79	0	-3	9	99	103	-4	95
COc1ccccc1CN(C)C(C)C(=O)Nc1cccc(C(C)=O)c1 (stereo unspecified)	104	0	10	-5	104	100	-3	98
CCCCOc1nc2ccccc2nc1NS(=O)(=O)c1ccc(F)cc1	83	2	-11	14	100	109	0	103
Cn1c(=O)c2c(nc(Oc3cccc(Br)c3)n2C)n(C)c1=O	111	48*	-2	8	76	98	-26	99

Continuation:
SMILES	Yeast superoxide	AHR act	procasp3 activ	proCasp7 act	LAP4-GFP MLPCN	MEP2 TOR yeast	GASC-1 inh	RPL19A-GFP yeast
Cc1ccc(S(=O)(=O)Nn2cnnc2)cc1	105	2	-2	5	101	102	5	100
CCn1c(SCC(=O)N/N=C/c2c[nH]c3ccccc23)nnc1-c1ccc(C)cc1	94	5	4	3	115	99	6	94
O=C(COc1cc(Cl)ccc1Cl)Nc1ccc2c(c1)CCC2	116	1	3	6	93	104	3	103
COc1ccccc1N=c1oc2c(OC)cccc2cc1C(=O)NCc1ccco1	94	17	5	8	107	110	1	102
CC(/C=C\c1ccccc1)=C/C(=O)O	98	1	8	4	134	98	0	101
CCCCOC(=O)Nc1ccc(S(=O)(=O)Nn2cnnc2)cc1	100	-2	5	-2	73[may fluoresce violet]	278*[may fluoresce violet]	9	39*[may fluoresce violet]
CCOC(=O)c1c(CN2CCCCC2)n(C)c2ccc(OC)c(S(=O)(=O)c3ccccc3)c12	103	0	-4	-6	94	97	-6	97
O=c1[nH][nH]cc1C=NCc1cccnc1	119	-3	-8	11	93	104	5	105
CN(C(=O)CSc1ncnc2sc3c(c12)CCCC3)C1CCS(=O)(=O)C1 (stereo unspecified)	92	7	5	-6	91	98	-6	100
Cc1ccc(S(=O)(=O)NCCN2CCOCC2)cc1C	96	1	0	0	103	104	-50	96
COCCn1c(=O)[nH]c2cc(C(=O)NCCN3CCN(c4ccccc4)CC3)ccc2c1=O	91	-2	4	8	96	103	-1	103
CC(OC(=O)C1CCN(S(=O)(=O)c2ccccc2C(F)(F)F)CC1)C(=O)N(C)Cc1ccccc1 (stereo unspecified)	97	-2	-3	-2	95	109	4	98
CN1CCN(CCCCOc2ccccc2-c2ccccc2)CC1	77	2	-6	7	90	100	20	103
O=C(CSc1nc2ccc(Cl)cc2[nH]1)NCCc1ccccc1	97	23	-3	4	100	101	11	99
O=C(CCc1nc2ccccc2[nH]1)NCc1ccc2c(c1)OCO2	84	8	12	15	105	100	12	99
Cc1ccccc1C(=O)N=c1sccn1C	106	7	5	-5	97	94	-14	103
CN(C)/C(Cn1cncn1)=C1/N=C(c2ccccc2)OC1=O	102	27	4	-7	107	107	1	102
CCN(CCn1cccn1)Cc1cn[nH]c1-c1ccc(-c2ccccc2)cc1	104	40	-5	11	92	107	20	99
CCC(=O)Nc1nc2ccc(NC(C)=O)cc2s1	100	76*	-2	-7	98	98	41	95
Cc1ccc(C)c(C(=O)CCC(=O)N2CCN(c3cccc(C(F)(F)F)c3)CC2)c1	109	1	4	8	87	99	-17	93
O=C(C1CCC(=O)N(C2CC2)C1)N1CCC(Oc2ccccc2F)CC1 (stereo unspecified)	99	-1	2	-6	104	105	-4	98
CC(C)C1COS(=O)(=O)NC1CC(=O)SC(C)(C)C (stereo unspecified)	109	1	-1	-2	118	84	u	91
O=C(CN1CCOCC1)N1CCCc2c1c(=O)oc1ccc(OCc3ccccc3)cc21	103	5	2	-2	99	100	3	101
CC(C)CNC(=O)NC1(C(F)(F)F)Oc2ccccc2O1	90	1	-1	3	109	106	0	95
O=C(Cc1ccc(Br)cc1)Nc1ccc(S(=O)(=O)Nc2ncccn2)cc1	95	-1	4	2	82	108	0	102
CCN1CCN(c2cc(C)c3cc(NC(=O)c4cncc(Br)c4)ccc3n2)CC1	100	0	0	11	106	110	17	102
COc1ccc(CN(C)S(=O)(=O)c2c(C)noc2C)cc1OC	84	-1	-3	-2	92	100	4	95
CCCCC1=CC2=C(c3ccco3)C(=O)C(C)(OC(=O)c3ccc(OC)cc3)C(=O)C2=CN1C(CO)CO (stereo unspecified)	104	-1	9	6	98	103	-3	99
CNC(=S)c1cc(C(C)(C)C)c(O)c(C(C)(C)C)c1	97	0	7	1	95	92	5	95
